WRN inhibitor = inhibitors of human WRN helicase. 0.46% of 360,000 active. WRN helicase unwinding, fluorescent forked duplex, kinetic. Q14191. Potency, µM (series often up to 114 µM), for the others: at the top dose activity change, negative = inhibition, actives largely listed as inhibitors. AID 651768; further: potency means the concentration at half of the fitted maximal effect; on the % scale 0 is the no-effect control and ±100 the full control effect; nearly all actives have a fitted effect of over 55% in size
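Primary qHTS, 1536-well format. 20 nM WRN + compound, 15 min RT; start with 100 nM forked fluorophore/quencher duplex, 2 mM ATP (final); kinetic read ex 525/em 598 nm.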
IL-2 act = activators of IL-2 | IL-2 activation reporter assay, cell-based qHTS; stimulated with anti-CD3/CD4/CD28 beads; in transgenic mouse T cells | activation, % (series mostly up to about 46 µM) | 0.065% of 360,000 active | AID 652025; in the data active means activation above about 50%; inconclusive means mostly about 30% to 49%; further: 0% is about no effect
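Quantitative HTS in unstimulated transgenic mouse T cells, with memory T cells as non-tolerant control and PMA/ionomycin as tolerance-bypass control. Compound pretreatment lasted 60 minutes before 18 h bead stimulation; EGFP/DsRed fluorescence read.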
EPAC1 ag = agonists of human EPAC1 | O95398 | Potency, µM (highest dose often 154 µM), for inactives: at the top dose activation, usual class: activators | EPAC1 agonist qHTS, biochemical assay; response scale: 100% = response to 6.5 mM cAMP | 0.073% of 360,000 active; further: potency means the concentration at half of the fitted maximal effect; nearly all actives have a fitted effect of over 60% in size
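Nucleotide exchange by EPAC1 (100 nM) on Rap1B–BODIPY-GDP (250 nM) in the presence of 50 uM GDP is tracked fluorescently at 480/540 nm over 30 min. Signals are normalized to a 6.5 mM cAMP control.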
EPAC1 antagonist = antagonists of human EPAC1; O95398; EPAC1 GEF assay, Rap1b-BODIPY-GDP exchange fluorescence; Potency, µM (top dose mostly 115 µM), inactives show top-dose activity change, negative = inhibition, usual class: inhibitors; 0.14% of 360,000 active;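 further: potency means the concentration at half of the fitted maximal effect; plate controls were vehicle for no effect and positive control for full effect; nearly all actives have a fitted effect of over 50% in size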
FUS yeast rescue = suppressors of FUS proteinopathy in yeast. AID 1347120. Potency, µM (series often up to 76.6 µM), without a hit: top-dose growth rescue (activation), actives largely listed as activators. S. cerevisiae FUS-expressing, growth rescue, OD600, 24 h. 0.24% of 390,000 active;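 further: potency means the concentration at half of the fitted maximal effect; plate controls were DMSO vehicle for no effect and reference control for full effect; nearly all actives have a fitted effect of over 55% in size; some results filed as inactive show a strong effect at the top dose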
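Yeast FUS proteinopathy model; galactose-induced FUS (2%), starting OD 0.005. Cpds in dilution series, 24hr, 30C, 99% humidity. Abs 600 nm growth. Pos ctrl CP55940 (top 92uM final); neg ctrl DMSO.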
Abeta rescue = A-beta toxicity reversal in yeast; yeast expressing A-beta42, growth rescue, OD600, 48 h; response scale: 0% DMSO, 100% iron-clioquinol control; Potency, µM (series often up to 46.1 µM), without a hit: at the top dose growth rescue, most hits filed as activators; 0.063% of 410,000 active; further: potency means the concentration at half of the fitted maximal effect; nearly all actives have a fitted effect of over 55% in size
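Growth rescue measured by 600 nm absorbance after 48 h yeast culture at 30 C with compound. Values normalized between DMSO and an equimolar ferric chloride plus clioquinol control.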
PI5P4K alpha inh = blocks human PI5P4K alpha kinase activity | 1.2% of 330,000 active | P48426 | AID 652105 | PI5P4Kalpha enzyme, ADP-Glo luminescence, 60 min; hits give low values | max response, %; active means max response of -50% or lower; inconclusive means between -30% and -50%; inactive means -30% or higher; further: value at the top dose of about 77 µM; on the % scale 0 is the no-effect control and ±100 the full control effect
Target sequence (P48426 whole entry, looked up): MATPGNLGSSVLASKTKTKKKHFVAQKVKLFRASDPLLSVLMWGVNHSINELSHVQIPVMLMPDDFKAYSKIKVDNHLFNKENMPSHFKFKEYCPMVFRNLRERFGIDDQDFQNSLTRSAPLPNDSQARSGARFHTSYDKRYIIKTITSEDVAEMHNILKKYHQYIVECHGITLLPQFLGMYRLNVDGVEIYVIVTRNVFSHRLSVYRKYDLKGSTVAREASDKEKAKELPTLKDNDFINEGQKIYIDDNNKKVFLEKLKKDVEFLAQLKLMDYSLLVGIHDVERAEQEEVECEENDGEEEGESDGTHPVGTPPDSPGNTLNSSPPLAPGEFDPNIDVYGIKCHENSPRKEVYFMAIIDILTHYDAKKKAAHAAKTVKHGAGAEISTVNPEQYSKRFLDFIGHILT
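Enzyme plus substrate dispensed, test compounds pinned in, then ATP (5 microM final) added. After 60 min at RT, ADP-Glo reagent 1 for 45 min and reagent 2 for 30 min preceded luminescence imaging.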
PLK1 PBD inh = blocks phosphopeptide binding to human PLK1 polo-box domain. P53350. Plk1 PBD binding of FITC phosphopeptide, fluorescence polarization. 2.8% of 360,000 active. Potency, µM, for inactives: max response, negative = inhibition, actives largely listed as inhibitors; further: potency means the concentration at half of the fitted maximal effect; series mostly up to about 57 µM; on the % scale 0 is the no-effect control and ±100 the full control effect; nearly all actives have a fitted effect of over 65% in size
Target sequence (P53350 whole entry, looked up, the tested form may be a part): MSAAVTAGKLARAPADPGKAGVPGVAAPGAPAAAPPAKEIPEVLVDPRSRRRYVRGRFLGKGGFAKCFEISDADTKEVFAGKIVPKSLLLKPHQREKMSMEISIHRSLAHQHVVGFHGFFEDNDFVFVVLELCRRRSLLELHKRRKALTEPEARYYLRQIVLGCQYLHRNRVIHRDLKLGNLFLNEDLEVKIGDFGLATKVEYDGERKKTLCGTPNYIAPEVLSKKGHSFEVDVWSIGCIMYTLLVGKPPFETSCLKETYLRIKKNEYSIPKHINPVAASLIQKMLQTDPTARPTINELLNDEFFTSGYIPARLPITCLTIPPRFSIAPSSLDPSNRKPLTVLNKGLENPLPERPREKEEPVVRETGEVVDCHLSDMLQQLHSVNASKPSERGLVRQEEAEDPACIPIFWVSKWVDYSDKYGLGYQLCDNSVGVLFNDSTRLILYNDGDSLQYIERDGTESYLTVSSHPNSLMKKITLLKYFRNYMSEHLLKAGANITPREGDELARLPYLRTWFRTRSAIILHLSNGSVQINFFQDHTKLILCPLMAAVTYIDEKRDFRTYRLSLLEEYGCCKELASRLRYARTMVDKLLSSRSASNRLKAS
An asterisk follows results filed as active; ? = inconclusive; . = not tested or not shown; & = joins results of further samples; [ ] = another dose, or the depositor's remark. Unless noted, the call rests on the fitted dose curve; in most records, active means well fitted curve in the direction sought with a large enough effect; inconclusive means small, poorly fitted or top-dose-only effect, or another doubt; inactive means no such curve, though single readings can be large; an effect the other way counts as inactive or inconclusive.

SMILES | WRN inhibitor | IL-2 act | EPAC1 ag | EPAC1 antagonist | FUS yeast rescue | Abeta rescue | PI5P4K alpha inh | PLK1 PBD inh
Cc1ccc(S(=O)(=O)NCC(=O)OCC(=O)Nc2ncc(Cl)cc2Cl)cc1 | -35% | ? | 1% | -13% | -22% | 3%[9.22 µM] | ? | -16%
CCOC(=O)C1CCN(C(=O)CC2C(=O)N(Cc3ccccc3)C(C)c3nc4ccccc4n32)CC1 (stereo unspecified) | 4% | -1.5 | 12% | -4% | 26% | -9% | . | -9%
Cc1n[nH]c(=O)c2c(NC(=O)CSc3nn(-c4ccccc4)c(=S)s3)oc(C)c12 | -6% | -1.4 | -6% | 17% | 25% | 0% | 4 | -3%
CC(C)(C)n1cnc2cc(NCc3cccs3)ccc21 | -3% | -0.5 | 9% | -6% | 0% | 7% | 0 | -4%
CCn1c(N2CCN(C(=S)NCCc3ccccc3)CC2)nc2ccccc21 | -12% | 0.3 | 23% | -6% | 21% | 9% | . | -2%
CCOC(=O)/C(C#N)=C\c1cc(OC)c(OC)cc1[N+](=O)[O-] | -25% | 1.7 | 9% | -17% | 8% | -33%[inhibitor] | -70* | 7.5µM*
O=C(NC1CCCc2ccccc21)C1CCN(S(=O)(=O)c2cccc3nsnc23)CC1 (stereo unspecified) | -1% | -1.8 | 4% | -4% | 15% | 11% | -13 | 6%&-8%
Cc1cccc(NC2=NC(C)(C)N=C(N)N2)c1C | -4% | 2.2 | 8% | -6% | 9% | 10% | -2 | 4%
C/C(=N\OC(=O)c1ccc(C)cc1)c1sc(C)nc1C | -26%[57.1 µM] | -0.9 | -10% | -2% | -3% | -29% | 2 | -10%
CNC(=O)N(c1ccccc1)c1ccccc1 | -5% | -0.5 | -9% | 9% | -9% | 0% | 5 | -2%
Cc1ccc(-c2nnc(-c3cc(C)on3)o2)cc1 | -6% | 1.0 | 7% | 0% | -18% | -6% | 2 | -8%
Cc1ccc(C(=O)CCC(=O)OCC(=O)NNC(=O)c2ccccc2Cl)cc1 | 4% | 0.5 | -4% | 15% | 9% | -4% | -1 | 0%
CCn1c(=O)[nH]c2cc(Cl)c(Cl)cc21 | 2% | 0.6 | -2% | -2% | -8% | -20% | 4 | -3%
CCCCCN(C(=O)CCC(=O)OC(C)C(=O)c1ccc(CC)cc1)c1c(N)n(CCCC)c(=O)[nH]c1=O (stereo unspecified) | 2% | -0.5 | -1% | 3% | . | -16% | 1 | -8%
NC(=O)C1(N2CCCCC2)CCN(C(=S)Nc2ccccc2)CC1 | 10% | -0.5 | -2% | -4% | . | 15% | 5 | -4%
Cc1ccc(S(=O)(=O)N2CCOCC2)cc1NCC(=O)Nc1ccc(OC(F)(F)F)cc1 | 10% | -1.0 | 3% | 8% | . | -1% | 23 | -1%
Cc1ccc(SCCNC(=O)c2ccc(CN3CCOCC3)cc2)cc1 | 1% | 0.3 | 1% | 14% | -5% | 3% | -6 | 0%
Cc1ccc(Cn2c(NCCCn3ccnc3)nc3c2c(=O)n(C)c(=O)n3C)cc1 | 4% | -0.2 | 14% | -1% | 19% | -6% | -4 | -8%
CCc1cccc2c(/C=N/NC(=O)c3cccc(S(=O)(=O)Nc4ccccc4Cl)c3)c[nH]c12 | ? | 0.1 | 8% | -25% | . | ? | -24 | -14%
CCSC1=C(C#N)C(=O)n2c1cc1c2CCCC1 | -11%[11.6 µM] | -3.4 | 4% | 1% | ? | -10% | ? | -30%
COc1cccc(C(C)(O)c2nc(-c3cccc(NC(C)=O)c3)cs2)c1 (stereo unspecified) | 5% | 0.9 | 5% | -5% | 3% | -10% | 3 | -2%
O=C(O)c1ccc(Oc2nc3ccccc3s2)cc1 | 0% | -2.2 | 1% | -6% | . | -9% | 0 | -3%
O=C(Cc1ccc(NC(=O)C2CCCN(C(=O)C3CCCCC3)C2)cc1)Nc1cccc(C(=O)N2CCCC2)c1 (stereo unspecified) | -5% | 0.7 | -5% | 8% | 32% | 2% | -2 | -14%
NS(=O)(=O)c1ccc(NC(=O)COC(=O)CCNC(=O)NC23CC4CC(CC(C4)C2)C3)cc1 | -1% | -0.9 | 8% | 1% | 7% | 0% | -1 | -9%
O=C(Nc1ccccc1)N1CCC(C(=O)N2CCCC(C(F)(F)F)C2)CC1 (stereo unspecified) | -23% | -5.1 | -5% | 5% | . | 0% | 0 | 1%
C=CCOC(=O)C1=C(C)NC(SCC(=O)OCC)=C(C#N)C1c1ccc(C)cc1 (stereo unspecified) | -29% | 3.1 | -2% | -21% | 40% | 7% | ? | ?
N#CCCn1cc(C(=O)Nc2ccc([N+](=O)[O-])cc2)c(-c2cccs2)n1 | -6% | -1.6 | -10% | ? | 13% | -19% | -4 | -9%
CCCCOC(=O)Nc1nnc(/C=C/c2ccc(OC)cc2)s1 | -5% | -0.3 | -1% | -4% | -16% | 19% | 1 | -7%
CCOc1ccc(CCNC(=O)c2nn(C)c3c2CS(=O)(=O)c2ccccc2-3)cc1OCC | 7% | -1.4 | -5% | -22% | 27% | 10% | -1 | -6%
CC1CCN(C(=O)CCCl)c2ccccc21 (stereo unspecified) | 2% | -0.4 | -8% | 6% | 1% | 14% | 2 | 5%
COc1ccccc1-n1nnnc1SCC(=O)NC1CCCCC1 | -2% | -0.1 | -8% | -16% | 10% | -2% | 5 | 2%
CCN(CC(=O)Nc1c(F)cccc1F)C(=O)CNC(=O)COc1ccccc1 | -10% | 2.7 | 6% | -12% | 1% | 5% | -3 | 4%
Cc1cccc(NC(=O)Cn2cnc3c(cnn3-c3ccc(F)cc3)c2=O)c1C | 3% | -3.2 | -11% | -7% | 2% | 0% | -4 | -7%
CCCc1c(C(=O)N/N=C/c2c[nH]c3ccccc23)nnn1-c1nonc1N | 0% | 1.5 | 0% | 1% | -4% | 1% | 0 | 3%
Cc1cc(NC(=O)COc2coc(CN3CCN(c4ccc(F)cc4)CC3)cc2=O)no1 | -24% | 0.2 | -2% | -10% | 21% | -6% | -9 | -6%
O=C(COC(=O)C1CC2CCCC(C1)C2=O)Nc1ccc(F)c(Cl)c1 (stereo unspecified) | 8% | 1.7 | 4% | -3% | -13% | 10% | -4 | -2%
O=C(CN1CCN(S(=O)(=O)c2ccc(Cl)cc2)CC1)NC(=O)NC1CCCCC1 | -3% | -2.3 | 7% | -9% | 31% | 12% | . | 0%
CN(Cc1ccccc1)C(=O)c1ccc(Cl)c([N+](=O)[O-])c1 | 9% | 0.6 | 8% | 8% | 12% | -23% | 0 | -11%
O=C(C1CCCN(S(=O)(=O)Cc2ccccc2)C1)N1CCCCC1 (stereo unspecified) | -32%[57.1 µM] | -0.9 | -4% | -9% | -27% | 1% | 0 | -6%
C1=Nc2c(NCc3ccccc3)ncnc2Oc2ccccc21 | -7% | -0.2 | 0% | -2% | ? | 12% | 11 | -7%

Laid out differently: results already given
Compound	WRN inhibitor	IL-2 act	EPAC1 ag	EPAC1 antagonist	FUS yeast rescue	Abeta rescue	PI5P4K alpha inh	PLK1 PBD inh
COc1ccccc1-n1nnnc1SCC(=O)NC1CCCCC1	-2%	-0.1	-8%	-16%	10%	-2%	5	2%
Cc1cc(NC(=O)COc2coc(CN3CCN(c4ccc(F)cc4)CC3)cc2=O)no1	-24%	0.2	-2%	-10%	21%	-6%	-9	-6%

Remaining list, next part
SMILES | WRN inhibitor | IL-2 act | EPAC1 ag | EPAC1 antagonist | FUS yeast rescue | Abeta rescue | PI5P4K alpha inh | PLK1 PBD inh
CCCc1c(C(=O)N/N=C(\C)CCc2ccc(OC)cc2)nnn1-c1nonc1N | -1% | -5.2 | -11% | 27% | 10% | -1% | -6 | -2%
NC(=O)c1nsc(C(=O)N(Cc2ccc(F)cc2)C(C(=O)NCC2CCCO2)c2ccc(F)cc2)c1N (stereo unspecified) | 1% | 2.5 | -2% | -21% | 9% | 5% | 11 | -8%
N#Cc1nc(COc2ccc(-c3ccccc3)cc2)oc1NCc1cccnc1 | -6% | 0.4 | 16% | -19% | 60% | -64%[inhibitor] | 23 | -14%
CC(NC(=O)CCN1C(=O)c2ccccc2S1(=O)=O)c1ccccc1 (stereo unspecified) | -8% | 1.0 | -4% | -11% | 4% | 5% | -2 | 0%
CC(C)(C)NC(=O)C[C@H]1C[C@H](C(=O)N2CCCCC2)[C@@]2(CCc3ccccc3)c3[nH]c4ccc(Cl)cc4c3CCN2C1=O | 4% | -0.2 | -13% | -14% | -17% | -3% | 2 | -7%
Cc1nnc(SCC(=O)N2CC(=O)Nc3ccccc32)s1 | -9% | -0.1 | -7% | -7% | 12% | -3% | 7 | 0%
O=[N+]([O-])c1ccc(O)c(/C=N/Nc2ccccc2[N+](=O)[O-])c1 | -1% | -2.9 | 5% | 10% | 31% | 0% | -11 | -7%
COc1ccc(CN2C(=O)C(CC(=O)NCCc3ccccn3)CC(C(=O)N3CCOCC3)=C2C)cc1 (stereo unspecified) | -7% | -0.8 | 1% | 0% | -6% | -7% | 0 | 5%
O=C(COc1c(Cl)cc(Cl)cc1Cl)c1ccc(Cl)cc1 | -1% | 0.2 | 10% | -1% | -3% | 26% | 11 | -10%
O=C(CSc1nnc(-c2ccco2)o1)c1ccc(O)cc1O | -1%[57.1 µM] | -1.8 | 4% | -5% | 23% | 2% | -3 | -1%
Cc1nc2scc(C)n2c(=O)c1S(=O)(=O)N1CCN(c2ccccn2)CC1 | 0% | 0.4 | 7% | -3% | 1% | -6% | -10 | -7%
COc1ccc(CCNC(=O)/C=C/c2ccc3ccccc3n2)cc1OC | -1% | -1.1 | 1% | 1% | -5% | 17% | -8 | 3%
COc1ccc(COC(=O)C2=C(C)NC(=O)NC2c2ccc(O)c(OC)c2)cc1 (stereo unspecified) | 0% | -2.8 | 4% | 13% | 19% | -8% | . | -2%
Cc1occc1-c1nnc(SCC(=O)NC2(C#N)CCCC2)n1C | -2% | -2.2 | -1% | 4% | 24% | -1% | -7 | -5%
O=C(CSc1n[nH]c(-c2cccs2)n1)N1CCOCC1 | 6% | 0.2 | -1% | 3% | 2% | -2% | 6 | 0%
CC(=O)c1cccc(NC(=S)N2CCN(S(=O)(=O)c3ccc(F)cc3)CC2)c1 | -15% | 1.2 | -8% | -17% | 23% | 1% | 2 | ?
Cn1cnnc1SCC(=O)Nc1ccc(N2CCOCC2)cc1 | 4% | -2.0 | -1% | -9% | 19% | -8% | -7 | -5%

Assay outcomes deposited in PubChem by National Center for Advancing Translational Sciences (NCATS).
